RmlC RmlD mix – RmlC and RmlD coupled enzyme inhibitors, primary screen, biochemical, 384-well, compound mixtures, retest | RmlC/RmlD coupled enzyme inhibition, 384-well mixture HTS | inhibition, % at 5.5 µM | actives 0.39% (n = 110,000) | AID 1532, 2009; in the data active = inhibition above about 30%, passing the limit was not always enough; inconclusive = no clear call, values can overlap the other calls; also: strong numbers were not always called active
HIV RNase H inh – HIV-1 RT RNase H inhibitors, primary screen, biochemical, fluorescence | Gag-Pol polyprotein (Human immunodeficiency virus type 1 group M subtype B (isolate … | RT-RNase H RNA/DNA duplex cleavage | inhibition, % at 10 µM | actives 1.9% (n = 65,000) | AID 565, 2006; in the data active = inhibition above about 50%
Numbers without * were called inactive; ? = inconclusive; . = not tested or not shown. The list is partial (hit frequency here may not be typical).

| Structure | HIV RNase H inh | RmlC RmlD mix |
| --- | --- | --- |
| Cc1ccc(-c2n[nH]c(=O)c3ccccc23)cc1S(=O)(=O)NCCN1CCOCC1 | -2.9 | -5.4 |
| COc1ccc(Cn2c(C)c(C)c(C#N)c2NC(=O)Nc2cccc(C)c2)cc1 | . | 4.9 |
| CCOCCCn1c(-c2ccc(Cl)cc2)n[nH]c1=S | . | -8.8 |
| CCCCn1c(-c2nonc2NC(=O)c2ccccc2Cl)nc2ccccc21 | -4.2 | . |
| Cc1ccc(Cl)c2c1NC(=O)C2(O)CC(=O)c1ccc(F)cc1 (centres undefined) | . | 4.4 |
| CCCOc1ccccc1C1NC(=O)NC(C)=C1C(=O)OCCOC (centres undefined) | -11.9 | -12.5 |
| COC(=O)N[C@H](c1ccccc1)[C@@]1(C)C[C@@H]1[C@@H](C)C(=O)Nc1ccc2ccccc2c1 | . | 3.3 |
| O=C(O)C1CC=CCC1C(=O)N1CCc2ccccc21 (centres undefined) | . | -10.1 |
| CCOC(=O)N1CCC(NC(=O)c2ccc3snnc3c2)CC1 | -6.5 | -2.2 |
| CCCCOC(=O)Nc1sc2c(c1C(=O)OC)CCC2 | 8.5 | -9.9 |
| Cc1ccc(S(=O)(=O)Nc2ccc(-c3nc4cc(NS(=O)(=O)c5ccc(C)cc5)ccc4o3)cc2)cc1 | . | -118.7 |
| O=C(COC(=O)C1=COCCO1)Nc1ccc2c(c1)OCO2 | 2.5 | -5.7 |
| O=C(CSc1nnc(-c2csc3c2CCCC3)o1)Nc1ccccc1 | 6.6 | 6.7 |
| CC1CCCCC1NC(=O)c1nnc(Cc2ccc(Cl)cc2)o1 (centres undefined) | -6.6 | . |
| CCn1c2ccccc2c2cc(NC(=O)Cc3ccc(S(=O)(=O)N4CCOCC4)s3)ccc21 | 35.7 | 66.0 |
| O=C(O)CCc1cc(I)c(Oc2ccc(O)c(I)c2)c(I)c1 | -50.6 | . |
| Cc1[nH][nH]c(=O)c1C(c1ccc(-c2ccc(Cl)c(Cl)c2)o1)c1c(C)[nH][nH]c1=O | . | 11.8 |
| O=[N+]([O-])c1ccc(-c2nnc(-c3ccccc3)c(N3CCOCC3)n2)cc1 | . | 3.8 |
| C=C1CN(CC(=O)OC)S(=O)(=O)c2ccccc21 | . | 2.0 |
| O=C(O)c1cc2n(n1)C(C(F)(F)F)CC(c1ccccc1)N2 (centres undefined) | -4.2 | -7.8 |
| COc1cc(OC)c(C(=O)NC2CC(C)(C)NC(C)(C)C2)cc1OC | -6.2 | ? |
| O=C(CCN1C(=O)c2ccccc2C1=O)Nn1cnnc1 | -4.4 | -7.3 |
| CC1CCCC(C)N1C(=O)CSc1nnc(NC(=O)Cc2cccs2)s1 (centres undefined) | -4.0 | 8.0 |
| CSc1cc(-c2ccccc2)n(Cc2ccc(Cl)cc2Cl)c(=O)c1C#N | . | 6.9 |
| O=C(CO/N=C/c1ccccc1)N1c2ccccc2Oc2ccccc21 | . | 3.5 |
| Cn1c(=O)cc(SCC(=O)NCC2CCCO2)c2ccccc21 (centres undefined) | -10.2 | 5.4 |
| CCOC(=O)c1cc2c(=O)n3ccccc3nc2n(Cc2ccccc2)c1=N | -23.9 | 30.7* |
| Cc1csc2ncc(C(=O)N3CCc4ccccc43)c(=O)n12 | -8.8 | -11.3 |
| Cc1oc2c(CN3CCCC3)c(O)ccc2c(=O)c1-c1ccc(Br)cc1 | 2.3 | 36.2 |
| CCOC(=O)/C(C#N)=C/c1ccc(-c2ccsc2C(=O)OC)o1 | . | -13.2 |
| Clc1cccc(CSC2=NCCCN2)c1 | . | -9.8 |
| CC(C)CC[n+]1ccn(C2=C([O-])c3ccccc3C(=O)/C2=N\S(=O)(=O)c2ccccc2)c1 | . | 14.0 |
| CCCSc1nc(=O)n2cccc(C)c2n1 | . | 22.8 |
| COc1ccc(N2CCN(C(=O)c3ccc(C)c(Cl)c3)CC2)cc1 | 11.4 | -5.0 |
| COc1ccc(Nc2ncc(C(=O)N3CCN(c4ccccc4OC)CC3)c3ccccc23)cc1 | . | 36.1 |
| O=C(/C=C/c1ccccc1)N1CCN(c2ccc([N+](=O)[O-])c(N3CCOCC3)c2)CC1 | . | -11.2 |
| Cc1cc(C(=O)O)c(CCCN)s1 | -9.4 | 5.2 |
| N#CC1=C(N)Oc2n[nH]c(-c3cccs3)c2C1C1CCCCC1 (centres undefined) | . | 3.7 |
| COc1ccc(S(=O)(=O)N(C)CC(=O)N2CCOCC2)cc1Cl | -11.7 | -6.7 |
| CCOc1ccccc1-n1c(SCC(=O)NCc2ccco2)nnc1-c1ccncc1 | 3.5 | -0.9 |
| CC1Oc2ccccc2N(CC(=O)c2ccccc2)C1=O (centres undefined) | -0.4 | 1.7 |
| COCc1cc(C(C)=O)ccc1OC | . | 2.0 |
| Cc1cc(C)n2nc(SCc3nc4ccccc4[nH]3)nc2n1 | -0.6 | 3.5 |
| COc1ccc(-n2c(Cc3cccn3C)nnc2SCC(=O)N2CCOCC2)cc1 | -0.9 | -6.7 |
| CC1Cc2ccccc2N1C(=O)CSCC(=O)O (centres undefined) | -24.6 | -16.0 |
| COc1ccc(OC)c2c(C)cc(N3CCCN(C)CC3)nc12 | 4.9 | 7.3 |
| CC1(NC(=O)N2CCCCC2)CCS(=O)(=O)C1 (centres undefined) | -3.8 | 4.9 |
| CC(C(=O)NC1CCCc2ccccc21)N1CCN(Cc2ccc3c(c2)OCO3)CC1 (centres undefined) | 6.3 | 4.1 |
| CC(=O)N1CCN(c2ccc(NCc3ccc(F)cc3)cc2)CC1 | 0.1 | 5.5 |
| O=C(OCc1cc2ccccc2[nH]c1=O)c1ccccn1 | -20.2 | 7.1 |

Next part.
| Structure | HIV RNase H inh | RmlC RmlD mix |
| --- | --- | --- |
| Cc1ccc2c(c1)COc1c3ccc(C(=O)N[C@@H](CO)C(C)C)cc3nn1-2 | . | 9.2 |
| CCNCC(=O)N1c2ccccc2CCc2ccc(NC(C)=O)cc21 | . | 1.7 |
| COc1ccc(-n2cnc3c(sc4nccc(N(C)C)c43)c2=O)cc1 | -27.9 | -15.6 |
| O=C(O)CCCC(=O)NCCc1ccncc1 | 0.5 | 6.9 |
| O=C(CS(=O)(=O)Cc1ccccc1)Nc1nc2c(s1)CCCC2 | -5.2 | -13.0 |
| NC(=O)c1nsnc1-c1ccccc1O | -8.2 | -5.0 |
| C=CC(C)(C)c1c(O)c(CC=C(C)C)c(O)c2c(=O)c3ccc(O)c(O)c3oc12 | . | -8.2 |
| Cc1ccc(-c2nc3ccccc3n2C)o1 | . | -6.7 |
| CC(=O)n1cc([C@@H]2C=C(C(=O)N3CCN(Cc4ccc5c(c4)OCO5)CC3)O[C@H](OCc3ccc(CO)cc3)C2)c2ccccc21 | . | 5.7 |
| COc1cccc(CNC(=O)CSCc2cnn(-c3ccccc3)c2-n2cccc2)c1OC | . | 5.9 |
| CC1=C(C(=O)OC(C)C)C(c2ccccc2Cl)CC(=O)N1 (centres undefined) | -28.8 | . |
| Cc1noc(C)c1CSc1nnc(-c2cccnc2)n1C1CCCCC1C (centres undefined) | 1.0 | 6.5 |
| Cc1cc(NC(=O)C2CCN(S(=O)(=O)c3cnc[nH]3)CC2)ccc1Br | -12.9 | 1.6 |
| COc1ccc(OC)c(S(=O)(=O)N2Cc3ccccc3CC2C(=O)O)c1 (centres undefined) | 0.8 | -10.8 |
| CCCCCCP(=O)(O)c1ccccc1 | -2.7 | -7.4 |
| CCN(CC)S(=O)(=O)c1cccc(NC(=O)COC(=O)CCc2nc3ccccc3s2)c1 | . | -8.0 |
| CC(C)OC(=O)c1cccnc1SCc1cc(=O)n2ccccc2n1 | -18.0 | 8.6 |
| Cc1cc(C)c(C(=O)COc2cccnc2[N+](=O)[O-])cc1C | . | -19.4 |
| CCNC(=O)N1CCNC(=O)C1CC(=O)OC (centres undefined) | -10.5 | -15.6 |
| Cc1ccc(C)c(OCc2nc(-c3cccnc3)no2)c1 | -59.6 | 16.0 |
| O=c1cc(N2CCOCC2)[nH]c(=O)n1-c1ccc(Cl)cc1 | -1.2 | 4.1 |
| CCCCn1c(CN2CCN(c3cccc(Cl)c3)CC2)nc2c1c(=O)n(C)c(=O)n2C | -17.6 | -32.5 |
| CCn1c2ccccc2c2cnc(N=CN(C)C)c(C#N)c21 | . | 9.2 |
| COc1ccc(NC(=O)N2CCOCC2)cc1OC | . | -13.3 |
| Cc1c(CNC(=O)c2nn3c(c2Cl)NC(c2ccccc2)CC3C(F)(F)F)cnn1C (centres undefined) | 2.3 | -3.1 |
| Cc1ccc(C)c(Cn2c(C(=O)OC(C)C)cc3c2ccn3C)c1 | . | 8.2 |
| O=C1S/C(=C\c2ccc(N3CCOCC3)o2)C(=O)N1Cc1ccc(F)cc1 | . | -6.3 |
| COc1cccc(OC)c1C(=O)Nc1cc(Cl)ccc1N1CCOCC1 | -5.6 | 7.5 |
| COc1cccc(/C=N/NC(=O)c2[nH]c(C)c(C(=O)N/N=C/c3cccc(OC)c3O)c2C)c1O | . | -14.7 |
| Cc1cc(C)n2nc(CC(=O)NC3CCCCCCC3)nc2n1 | -8.8 | -245.9 |
| NC(=O)c1ccccc1NC(=O)CCCN1C(=O)CCC1=O | 2.6 | -10.3 |
| CCOc1ccc(NC(=O)CSc2nnc(-c3ccccc3)n2N)cc1 | 2.9 | 18.2 |
| COc1ccc(/C=N/N=C/c2ccc(OC)c(O)c2)cc1O | . | -8.8 |
| COc1ccccc1C(=O)N1CCCN(C(=O)c2ccccc2OC)CC1 | -16.2 | -24.4 |
| COc1ccc(-c2ccc(OC)c([C@H]3[C@H]4C=CC[C@@H](C)[C@@H]4C(=O)N3Cc3ccccc3)c2)cc1 | . | -9.0 |
| Cc1cc(Nc2ccccc2)n(-c2ccccc2)n1 | -4.6 | -0.7 |
| CCN(CC)C(=O)Cn1c(=O)n(Cc2ccccc2Cl)c2c1c(=O)n(C)c(=O)n2C | -1.5 | 8.3 |
| COc1cc(C(=O)NCC(C)C)cc(OC)c1OC | . | 4.0 |
| COc1ccc(N2CCN(C(CNC(=O)c3cccc(Cl)c3)c3cccnc3)CC2)cc1 (centres undefined) | -17.2 | 6.3 |
| C=CCOc1ccc(C2OC34CCCCC3C(C#N)(C#N)C2(C#N)C(=N)O4)cc1 (centres undefined) | . | 60.5* |
| CCCCC(CC)CNC(=O)CN(C)S(=O)(=O)c1cccc2nsnc12 (centres undefined) | -26.6 | 19.2 |
| O=C(CN1C(=O)c2ccccc2S1(=O)=O)N1CCN(Cc2ccc3c(c2)OCO3)CC1 | 18.1 | 7.1 |
| CCn1c(SCC(=O)NC(C)(C)C)nc(O)cc1=O | -6.2 | -2.6 |
| N#CC(C#N)C(c1ccsc1)c1c(-c2ccccc2)[nH][nH]c1=O (centres undefined) | 6.5 | 9.5 |
| c1ccc2c(c1)CCCN2Cc1nnnn1C1CCCC1 | -8.0 | 181.3 |
| COc1ccc(OC)c(NC(=O)[C@H]2CC=CC[C@H]2C(=O)O)c1 | -0.5 | 10.4 |
| Cc1ccc(NC(=S)NNC(=O)c2nn(C)cc2Cl)cc1 | . | -0.2 |
| NC(=O)c1cc(-c2ccccc2)nc(Oc2ccccc2)n1 | -29.0 | -1.8 |
| Cc1ccc(-n2ncc3c(NCc4ccccc4)ncnc32)cc1 | -5.0 | 2.5 |
| Cc1ccc(CNC(=O)CCNC(=O)c2ccc(Br)o2)cc1 | . | 5.5 |

Next part
| Structure | HIV RNase H inh | RmlC RmlD mix |
| --- | --- | --- |
| O=C(NCc1ccc2c(c1)OCO2)c1nn(-c2ccccc2)c(=O)c2ccccc12 | -25.7 | 1.5 |
| O=C(Nc1ccc(N2CCN(C(=O)c3ccccc3)CC2)cc1)c1cc2ccccc2o1 | -3.1 | 4.7 |
| O=C(CSc1nc(-c2ccc(F)cc2)cs1)N1CCOCC1 | -33.7 | -10.7 |
| O=C(Nc1ccccc1)C1CC(=O)N(C2CCCCC2)C1 (centres undefined) | -3.0 | 0.0 |
| Cc1cc(C(C)(C)C)oc1C(=O)N(CC(=O)NC1CCCC1)Cc1ccc(Cl)cc1 | . | 8.2 |
| OCCN(Cc1ccccc1)Cc1ccccc1Cl | -41.4 | -14.8 |
| O=C(c1ccc(CNS(=O)(=O)c2cccc(C(F)(F)F)c2)cc1)N1CCOCC1 | -1.6 | . |
| CCNc1nc(N)nc(Oc2ccc(OCC)nn2)n1 | 1.3 | -6.1 |
| N#Cc1c(Nc2ccc(F)cc2)sc(C(=O)c2ccc(F)cc2)c1N | . | 19.5 |
| COc1ccc(NC(=O)C2CCN(C(=O)c3ccccc3)CC2)cc1OC | -6.2 | -8.2 |
| CCCOC(=O)C1=C(C)NC2=C(C(=O)CCC2)C1c1cccs1 (centres undefined) | -15.5 | 13.5 |
| Cc1cc2cc(CNC(=O)c3cccc([N+](=O)[O-])c3)ccc2n1C | . | -12.2 |
| Cc1nc2ncnn2c(C)c1CCC(=O)NCCc1ccccc1 | . | -11.5 |
| O=C(CCS(=O)(=O)c1cc(Br)cc2c1N(C(=O)C1CC1)CC2)NCC1CCCO1 (centres undefined) | -7.6 | 2.7 |
| Cc1cc(C)c(S(=O)(=O)N2CCOC2CNC(=O)C(=O)NCCc2c[nH]c3ccccc23)c(C)c1 (centres undefined) | . | 6.5 |
| CCc1cc(-c2n[nH]c(=S)n2C(C)c2ccccc2)cs1 (centres undefined) | . | 39.4 |

Compound activity: PubChem, several laboratories
